Screens as filed in PubChem BioAssay.
KOR beta-arrestin-1: kappa opioid receptor blockers – cell-based, luminescence, uHTS (AID 1778) | KOR beta-arrestin recruitment, luminescence, antagonist mode; higher % means a stronger effect | inhibition, % at 10 µM; hits with a dose series show IC50 in µM | 290,000 compounds, 0.091% hits; also: strong numbers were not always called active
NOD1 NF-kB reporter: NOD1 signaling inhibitors, primary screen, cell-based, luminescence, uHTS (AID 1578); NOD1-driven NF-kB luciferase reporter cells, luminescence; higher % means a stronger effect; one-dose inhibition, % at 4 µM; EC50 in µM for titrated hits; 290,000 compounds, 1% hits; in the data active = inhibition mostly above about 36%, no sharp cut-off; inactive = mostly below about 34%;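 also: HEK-293T reporter cells stimulated with the NOD1 agonist gamma-tri-DAP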
KOR beta-arrestin-2: KOR agonists, beta-arrestin recruitment, primary screen, cell-based, luminescence, uHTS (AID 1777); KOR beta-arrestin recruitment, luminescence; higher % means a stronger effect; activation, % at 10 µM; hits with a dose series show EC50 in µM; 280,000 compounds, 0.02% hits; in the data active = activation above about 50%, passing the limit was not always enough; also: a part of the inactive calls stands beside numbers as strong as those of hits
Large T inhibition: TAg ATPase/helicase activity blockers – biochemical (AID 1903). SV40 large T antigen ATPase/helicase inhibition assay; higher % means a stronger effect. inhibition, % at 20 µM, or IC50 in µM where a hit was titrated. 310,000 compounds, 0.39% hits; in the data active = a potency from the dose series; inconclusive = inhibition mostly from about 32% at the one dose, without a potency; inactive = the rest, 99 in 100 with inhibition below about 32%; also: strong numbers were not always called active
NOD2 inhibition: NOD2 signaling inhibitors, cell-based, luminescence, uHTS, HEK293 (AID 1566). HEK293 NOD2/NF-kB luciferase reporter, luminescence; higher % means a stronger effect. inhibition, % at 4 µM; hits with a dose series show EC50 in µM. 290,000 compounds, 0.63% hits; also: many of its hits are not listed in these tables
GPR55 beta-arrestin: selective activators of receptor GPR55 – imaging, U2OS cells, beta-arrestin-GFP redistribution, primary screen (AID 1961); U2OS GPR55 beta-arrestin-GFP redistribution imaging; higher % means a stronger effect; one-dose activation, % at 10 µM; EC50 in µM for titrated hits; 290,000 compounds, 0.048% hits;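 active = activation above 40% with more than 50 cells counted in the well; inconclusive = wells holding fewer than 50 cells, flagged as toxic or sparse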;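 also: U2OS osteosarcoma cells stably expressing GPR55 and beta-arrestin-GFP; plate controls were DMSO negative control for no effect and LPI positive control for full effect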
HIV fusion peptide: inhibitors of HIV fusion peptide binding, primary screen, biochemical, uHTS, fluorescence dequenching (AID 1986) | cell-free peptide binding, fluorescence dequenching, 30 min; higher % means a stronger effect | inhibition, % at 20 µM, or IC50 in µM where a hit was titrated | 290,000 compounds, 0.3% hits; in the data active = inhibition mostly above about 52%, no sharp cut-off; inactive = mostly below about 76%; also: some results filed as inactive read as strong as hits
Rac1 GTP hydrolysis: MgcRacGAP GTPase-activating activity inhibitors, confirmation, biochemical, ADP Hunter fluorescence | MgcRacGAP-stimulated Rac1 GTP hydrolysis, ADP Hunter fluorescence; higher % means a stronger effect; GST-tagged Rac1 F28L mutant substrate | AID 624330 | inhibition, % at 30 µM, or IC50 in µM where a hit was titrated | 340,000 compounds, 0.6% hits;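 active = first-screen hits whose inhibition reached a set limit at any dose in the follow-up dose series; inconclusive = inhibition above the set first-screen limit but never retested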;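 also: fluorescence reports GDP produced by GAP-driven GTP hydrolysis; strong numbers were not always called active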
GPR55 LPI antagonism: inhibition of LPI-stimulated GPR55 beta-arrestin translocation – imaging, U2OS, beta-arrestin-GFP, LPI agonist, primary screen (AID 2013); U2OS GPR55 beta-arrestin-GFP translocation imaging, LPI antagonism; higher % means a stronger effect; inhibition, % at 10 µM, or IC50 in µM where a hit was titrated; 290,000 compounds, 0.13% hits;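 active = spots per cell inhibited over 60%, with over 100 cells counted and total cytoplasm intensity under 500,000; inconclusive = wells with under 100 cells, flagged as likely toxic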;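 also: U2OS cells stably carrying GPR55 and arrestin-GFP stimulated by 5 µM LPI near EC80; imaged beta-arrestin-GFP aggregate spots per cell after agonist stimulation; plate controls were LPI-stimulated DMSO wells for no effect and DMSO wells without LPI for full effect; some results filed as inactive read as strong as hits; confirmed hits need IC50 under 10 µM and bright autofluorescent wells are also inconclusive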
* hit, by the source's call; ? = inconclusive; nt = not tested or not shown; [ ] = another dose, or the depositor's remark. Rule as the data show it, unless noted: active = inhibition above about 50%; inactive = the rest. An excerpt, so the mix of outcomes need not match the whole.

entry	Structure	KOR beta-arrestin-1	GPR55 LPI antagonism	KOR beta-arrestin-2	NOD1 NF-kB reporter	GPR55 beta-arrestin	HIV fusion peptide	NOD2 inhibition	Large T inhibition	Rac1 GTP hydrolysis
1	COc1cc(/C(C)=N/Nc2ccc(C(=O)O)cc2)cc(OC)c1OC	4%	0%	9.1%	-19%	-0.3%	0.4%	16%	4%	-1%
2	COCCn1nnnc1CN(Cc1ccco1)Cc1cc2cc3c(cc2[nH]c1=O)OCO3	1%	11%	2.5%	8%	0.0%	3.0%	7%	5%	11%
3	COc1cc(NC(=O)c2ccc(F)cc2)c(OC)cc1NC(=O)CN1CCCCC1	-26%	2%	7.7%	-21%	0.2%	1.7%	11%	11%	4%
4	COc1ccc(CCNC(=O)c2ccc(OCC(=O)N3CCOCC3)c(OC)c2)cc1OC	-39%	-5%	7.1%	26%	0.3%	-0.9%	7%	4%	9%
5	Cc1nccn1CCCNCc1c(C(=O)N2CCCCCCC2)nc2ccc(Cl)cn12	-13%	8%	-2.6%	-27%	0.7%	3.0%	11%	9%	5%
6	CCC(=O)Nc1ccccc1C(=O)NC1CCCCC1	-9%	-8%	-4.6%	-28%	0.2%	-1.8%	0%	6%	9%
7	CCCCN1C(=O)CC(C(=O)OCC)=C1C	5%	8%	1.3%	7%	-0.1%	1.0%	5%	nt	6%
8	O=C(Nc1ccc(F)c(Cl)c1)c1cccnc1	-27%[20 µM]	15%	-0.7%	-22%	0.5%	0.8%	-4%	18%	-2%
9	Cc1nc2ccc(NC(=O)c3cccs3)cc2s1	4%	4%	-0.2%	-79%	-0.1%	-1.6%	-75%	28%	7%
10	Cc1noc(C)c1COc1cccc(C(=O)Nc2ccccc2N2CCOCC2)c1	-9%	8%	5.0%	-20%	0.1%	1.0%	-6%	9%	-33%
11	O=C(CSc1ccccn1)Nc1nonc1[N+](=O)[O-]	-59%	-6%	3.7%	58%*	-0.1%	-0.2%	26%	10%	11%
12	CN(C)C(=O)CN1C(=O)c2cccc3cccc1c23	-11%	7%	4.6%	-7%	0.0%	-0.7%	13%	5%	6%
13	CCC(CC)C(=O)c1c[nH]c(C(=O)N2CCN(c3ccccc3)CC2)c1	-16%[20 µM]	-2%	-3.3%	-18%	-0.1%	0.8%	-4%	7%	5%
14	CC(C)(C)C(=O)Cn1c(=O)n(-c2ccc(F)cc2F)c(=O)c2sccc21	-8%	2%	5.5%	-5%	0.0%	3.3%	-4%	13%	13%
15	COc1ccc(NC(=O)CN(C)C(=O)c2cccc(S(=O)(=O)N3CCN(Cc4ccccc4)CC3)c2)cc1	-12%	-2%	4.6%	18%	-0.2%	-0.7%	22%	8%	4%
16	CCc1cccc2c(C(=O)COC(=O)c3nn(C)c(=O)c4ccccc34)c[nH]c12	-36%	9%	1.8%	13%	-0.1%	28%	24%	29%	2%
17	CC(C)C(=O)Nc1ccc(S(=O)(=O)Nc2nccc(/C=C/c3ccccc3)n2)cc1	13%	-7%	3.3%	-4%	-0.3%	4.6%	2%	6%	12%
18	COc1cc(NS(=O)(=O)c2cccc3nsnc23)c(C(=O)O)cc1OC	20%	-4%	-4.1%	-33%	1.0%	-0.5%	-13%	0%	9%
19	COc1ccccc1CCC(=O)OCC(=O)Nc1ccc(S(N)(=O)=O)cc1	-20%	-1%	4.6%	20%	?	-2.0%	-1%	-1%	5%
20	CCOC(=O)Nc1cc2c(cc1C(C)=O)OCO2	31%	-3%	1.0%	nt	0.1%	1.1%	7%	23%	9%

Single records, from the list above. Order of values: KOR beta-arrestin-1, GPR55 LPI antagonism, KOR beta-arrestin-2, NOD1 NF-kB reporter, GPR55 beta-arrestin, HIV fusion peptide, NOD2 inhibition, Large T inhibition, Rac1 GTP hydrolysis
Listed for CCC(=O)Nc1ccccc1C(=O)NC1CCCCC1 : -9%, -8%, -4.6%, -28%, 0.2%, -1.8%, 0%, 6%, 9%
Listed for CCc1cccc2c(C(=O)COC(=O)c3nn(C)c(=O)c4ccccc34)c[nH]c12 : -36%, 9%, 1.8%, 13%, -0.1%, 28%, 24%, 29%, 2%
Listed for COc1cc(NS(=O)(=O)c2cccc3nsnc23)c(C(=O)O)cc1OC : 20%, -4%, -4.1%, -33%, 1.0%, -0.5%, -13%, 0%, 9%
Listed for CC(C)(C)C(=O)Cn1c(=O)n(-c2ccc(F)cc2F)c(=O)c2sccc21 : -8%, 2%, 5.5%, -5%, 0.0%, 3.3%, -4%, 13%, 13%
Listed for CCC(CC)C(=O)c1c[nH]c(C(=O)N2CCN(c3ccccc3)CC2)c1 : -16%[20 µM], -2%, -3.3%, -18%, -0.1%, 0.8%, -4%, 7%, 5%

New compounds follow
entry	Structure	KOR beta-arrestin-1	GPR55 LPI antagonism	KOR beta-arrestin-2	NOD1 NF-kB reporter	GPR55 beta-arrestin	HIV fusion peptide	NOD2 inhibition	Large T inhibition	Rac1 GTP hydrolysis
21	CCc1nc(CN2CCCC(C(=O)c3ccc4c5c(cccc35)CC4)C2)c(C)[nH]1 (configuration not stated)	-86%[20 µM]	8%	nt	-10%	-0.1%	0.9%	23%	4%	11%
22	COc1ccc(C(=O)C2CCCN(S(=O)(=O)c3cccnc3)C2)c(C)c1 (configuration not stated)	-5%	2%	-1.0%	-20%	-0.3%	3.2%	12%	1%	6%
23	NC(=O)C(=O)NCCCN1CCOCC1	-48%[20 µM]	4%	nt	-37%	-0.1%	-0.7%	-15%	18%	7%
24	Fc1ccc2nc(C3CCCCN3Cc3nc(CC4CC4)no3)[nH]c2c1 (configuration not stated)	2%	12%	2.1%	42%	-0.3%	-0.6%	-20%	-2%	0%

NOD1 NF-kB reporter, hit marks shown above
item	canonical_smiles	KOR beta-arrestin-1	KOR beta-arrestin-2	NOD1 NF-kB reporter	HIV fusion peptide	NOD2 inhibition	Large T inhibition	Rac1 GTP hydrolysis
11	O=C(CSc1ccccn1)Nc1nonc1[N+](=O)[O-]	-59%	3.7%	58%*	-0.2%	26%	10%	11%
